Assay outcomes deposited in PubChem by The Scripps Research Institute Molecular Screening Center.
TDP2 inh = TDP2 (human) inhibition, absorbance primary screen. O95551. inhibition, % at 12.8 µM. actives 0.34% (n = 370,000). recombinant TDP2, T5PNP hydrolysis, p-nitrophenol absorbance 415 nm. AID 720702;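 active = inhibition above the mean of all tested compounds plus 3 SD, set per campaign, cut at about 25% in these data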;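 also: 0% = DMSO with enzyme and 100% = buffer with substrate but no TDP2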
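Material: recombinant human TDP2; quantity: TDP2 enzyme at 120 nM final; medium: Tris-HCl pH 7.5 with MgCl2; compound: single concentration, 12.8 µM nominal, with 1% DMSO; incubation: 2 h enzyme incubation at 37 °C; signal: epi absorbance; measure: percent inhibition; benchmarks: high control without enzyme, low control DMSO plus TDP2; repeats: singlicate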
PLCg1 inh = inhibitors of human phospholipase C gamma1; purified PLC-gamma1, fluorogenic substrate, fluorescence; actives 0.84% (n = 370,000); AID 720700; inhibition, % at 12.2 µM; P19174; in the data active = inhibition above about 9.5%
ARFGAP1 inhibitor = inhibits rat ARF GTPase activating protein 1. Arfgap1-stimulated ARF1 GTP hydrolysis, GDP FP detection. actives 0.26% (n = 360,000). Q62848. inhibition, % at 16.5 µM. AID 651572;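 active = inhibition above a per-plate limit, mean inhibition of low control wells plus 3 SD, cut at about 25% in these data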;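 also: 0% = DMSO wells with enzyme and 100% = wells lacking Arfgap1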
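Assay system: Rat Arfgap1 GAP domain (His6, aa 1-136), purified enzyme | Buffer or medium: HEPES 25 mM pH 7.5, NaCl 150 mM, MgCl2, DTT | Schedule: GTP hydrolysis reaction 2 h at 25 °C | Signal: FP of antibody-bound GDP Alexa 633 tracer, ex 620/em 688 nm | Measure: Percent inhibition of Arfgap1-stimulated GTP hydrolysis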
LEDGF integ inh = blocks HIV-1 LEDGF/p75-dependent DNA integration; TR-FRET IN-LEDGF/p75 DNA integration, Eu/Cy5; inhibition, % at 3.7 µM; actives 0.64% (n = 370,000); AID 743269;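 active = inhibition above the screen-wide mean plus 3 SD, cut at about 13% in these data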;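 also: signal is the Cy5 over europium emission ratio at 671 and 618 nm; 0% = plate median of compound wells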
KLK7 zymogen act = activators of human kallikrein-7 zymogen; activation, % at 7 µM; actives 0.9% (n = 370,000); purified proKLK7, EDANS-DABCYL substrate fluorescence; 100% is mature enzyme control, 0% vehicle; P49862;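 active = activation above the mean of all tested compounds plus 3 SD, computed per campaign excluding outliers beyond control limits, cut at about 13% in these data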
ADAM17 inh = ADAM17 inhibition, QFRET primary screen; recombinant ADAM17, EDANS/DABCYL FRET peptide cleavage; P78536; inhibition, % at 6.95 µM; AID 720648; actives 0.83% (n = 370,000);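 active = inhibition above the mean of compounds lying between control limits plus 3 SD, set per campaign, cut at about 8.5% in these data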;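 also: 0% = DMSO-only wells as the low control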
ASAP1 GAP inh = ASAP1 ArfGAP inhibition. Q9ULH1. ASAP1-stimulated ARF1 GTP hydrolysis, GDP FP detection. inhibition, % at 16.5 µM. actives 0.19% (n = 360,000); in the data active = inhibition above about 25%;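 also: 0% = vehicle with enzyme and substrate and 100% = no enzyme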
Tn6 DDE FP = DD(E)-Tn6 binding inhibition, primary FP screen; inhibition, % at 8.3 µM; AID 720509; actives 0.21% (n = 370,000); Fibrin DD(E) TRITC-Tn6 fluorescence polarization displacement;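 active = inhibition above a per-campaign cutoff: mean of compounds within control limits plus 3 SD, cut at about 15% in these data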;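 also: 0% = median of all compound wells on the plate and 100% = blocking peptide control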
Target sequence (P02675 whole entry, looked up): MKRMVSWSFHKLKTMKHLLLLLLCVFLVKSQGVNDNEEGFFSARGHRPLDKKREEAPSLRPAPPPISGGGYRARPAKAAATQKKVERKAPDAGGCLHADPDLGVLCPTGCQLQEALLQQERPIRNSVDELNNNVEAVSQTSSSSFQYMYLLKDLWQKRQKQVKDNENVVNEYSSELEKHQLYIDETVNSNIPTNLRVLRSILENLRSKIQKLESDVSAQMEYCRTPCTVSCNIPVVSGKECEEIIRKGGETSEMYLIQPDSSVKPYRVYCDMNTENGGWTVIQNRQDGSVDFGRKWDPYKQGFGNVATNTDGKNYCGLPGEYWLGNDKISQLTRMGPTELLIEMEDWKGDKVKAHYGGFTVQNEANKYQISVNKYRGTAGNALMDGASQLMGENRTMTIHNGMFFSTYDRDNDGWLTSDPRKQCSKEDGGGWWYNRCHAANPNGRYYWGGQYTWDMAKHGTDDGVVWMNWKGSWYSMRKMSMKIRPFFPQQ
ADAM10 inh = ADAM10 inhibition, QFRET primary screen | inhibition, % at 7 µM | recombinant ADAM10, EDANS/DABCYL FRET peptide cleavage, 3 h | actives 0.62% (n = 370,000);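 active = inhibition above a per-campaign cutoff equal to the mean of compounds falling between control-based bounds plus 3 SD, cut at about 20% in these data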;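 also: 0% = DMSO wells while the 100% control is not disclosed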
Target sequence (O14672 214-748 limits assumed): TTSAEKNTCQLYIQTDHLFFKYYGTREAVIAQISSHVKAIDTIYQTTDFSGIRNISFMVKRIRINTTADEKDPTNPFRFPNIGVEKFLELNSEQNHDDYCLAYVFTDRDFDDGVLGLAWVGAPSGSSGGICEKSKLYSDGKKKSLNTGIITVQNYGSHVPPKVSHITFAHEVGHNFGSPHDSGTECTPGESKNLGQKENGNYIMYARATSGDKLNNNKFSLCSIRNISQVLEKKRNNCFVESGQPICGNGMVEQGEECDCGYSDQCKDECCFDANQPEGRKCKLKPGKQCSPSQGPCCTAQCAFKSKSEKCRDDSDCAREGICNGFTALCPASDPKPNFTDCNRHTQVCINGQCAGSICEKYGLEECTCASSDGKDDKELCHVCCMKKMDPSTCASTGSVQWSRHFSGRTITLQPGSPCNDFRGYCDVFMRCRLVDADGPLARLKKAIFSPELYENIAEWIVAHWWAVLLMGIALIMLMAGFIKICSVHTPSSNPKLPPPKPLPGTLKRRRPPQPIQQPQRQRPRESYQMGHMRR
DDE Tn7 FP inh = inhibitors of Tn7 peptide binding to human fibrin DD(E); inhibition, % at 8.3 µM; actives 0.13% (n = 370,000); P02675; FP displacement of FITC-Tn7 peptide from fibrin DD(E); 0% = median of compound wells per plate;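 active = inhibition above the mean of compounds falling within the control limits plus 3 SD of them, cut at about 14% in these data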;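 also: 0% = plate median of compound wells and 100% = 10 µM Aha-Tn7 peptide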
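assay system = human clot-derived fibrin DD(E) complex | quantity = Fibrin-DD(E) at 2 µM final | timing = 10 min preincubation, 3 h with tracer, room temperature | signal = fluorescence polarization | measure = percent inhibition | benchmarks = high control wells with 10 µM unlabelled Aha-Tn7 peptide (full inhibition) | replicates = singlicate testing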
Numbers without * were called inactive; i = inactive; . = not tested or not shown.

SMILES	TDP2 inh	PLCg1 inh	ARFGAP1 inhibitor	LEDGF integ inh	KLK7 zymogen act	ADAM17 inh	ASAP1 GAP inh	Tn6 DDE FP	ADAM10 inh	DDE Tn7 FP inh
CN(CC(=O)Nc1ccccc1Cl)C(=O)c1ccccc1Sc1ccccc1C#N	-16	9	-17	7	-0.3	5	6	1	5	-5
CCN1CCN(c2cc(C)c3cc(NC(=O)c4ccncc4)ccc3n2)CC1	10	-18	2	8	-0.6	-2	21	-7	-8	0
O=C(Cc1ccccc1)N/N=C/c1cccnc1	10	2	-1	4	-0.1	0	5	5	1	5
Cc1cccc(NC(=O)CN(C)S(=O)(=O)c2cccs2)c1	1	-1	4	-2	0.1	-3	-11	-5	-1	0
CCOC(=O)C1=NN(c2ccccc2)C2=NC(C)=C(C(=O)OC)C(c3cccs3)N12 (centres undefined)	-9	3	-7	2	-0.7	0	-5	1	4	2
Cc1ccc(CNC(=O)C2CCCN(S(=O)(=O)c3ccc(F)cc3)C2)cc1 (centres undefined)	8	2	18	-1	0.2	1	1	0	-6	-3
O=C(COC(=O)/C=C/c1cccc(Br)c1)NC1CCCCC1	-4	-1	-6	-2	-0.3	-5	-19	-1	-7	-4
Cc1ccc(C(=O)Nc2ccc(Oc3ccc(C(=O)O)c(C(=O)O)c3)cc2)cc1C	-2	11*	-2	2	-0.1	1	-10	5	7	-10
O=C(CSc1nncc(=O)[nH]1)NC1CCCCC1	6	1	11	-1	-8.5	-3	-7	0	-1	7
COc1c(Cl)cc(Cl)cc1CNCc1ccccc1	-19	11*	5	3	-0.6	1	-1	2	9	-9
O=C1C(Cl)=C(N2CCCCCC2)C(=O)N1c1ccc(Br)cc1	-7	-10	-8	-4	-3.3	1	-8	1	10	1
O=C(CN1CCC(NC(=O)Nc2ccccc2)CC1)Nc1cccc([N+](=O)[O-])c1	3	5	-1	7	-0.2	2	5	1	-15	-8
OC(Cn1cnnc1)c1ccccc1 (centres undefined)	11	0	3	-3	-0.3	-5	-6	6	-4	-2
COc1cc(/C=C2\SC(=S)N(CCC(=O)NC3CCCC3)C2=O)cc(OC)c1OC	-4	0	-5	-2	-2.2	0	6	-9	-6	-1
Cc1ccc(S(=O)(=O)NC(=O)Nc2nc(-c3ccc(F)c(F)c3)cs2)cc1	-19	7	3	4	-0.1	2	11	0	2	-11
CCOC(=O)CSc1nc2cc(C(=O)NCC3CCCO3)ccc2c(=O)n1Cc1ccco1 (centres undefined)	-3	0	-6	0	-0.3	1	1	4	-10	-4
Cc1cc(C)c(C#N)c(SCc2[nH]nc3c2C(c2ccc(F)cc2)C(C#N)=C(N)O3)n1 (centres undefined)	-2	-9	-5	6	0.2	-1	-2	4	-7	3
COc1ccc(CN2C(=O)c3ccccc3C2c2nnnn2-c2ccc3c(c2)OCCO3)cc1OC (centres undefined)	12	3	5	3	0.1	-2	10	-6	3	-3
NC(=O)C1CCN(c2ncc(C(F)(F)F)cc2Cl)CC1	-15	2	11	10	-0.7	3	2	-2	7	-3
Cc1cccc(C(=O)OCC(=O)c2ccc3c(c2)NC(=O)CO3)c1	10	2	-1	2	0.3	-2	-3	1	-2	1
COc1nc(N=C(N)N)nc2ccc(C)cc12	3	-45	5	0	17*	-89	-4	1	-323	-2
O=C(CN(C(=O)CNS(=O)(=O)c1ccccc1)C1CCCC1)NCC1CCCO1 (centres undefined)	1	2	8	-4	0.0	-2	1	-14	-5	5
Cc1ccc(S(=O)(=O)N2C[C@H]3C(=O)C[C@@H](c4ccc(Cl)cc4)N(S(=O)(=O)c4ccc(C)cc4)[C@H]3C[C@H]2c2ccccc2)cc1	-7	-2	-1	0	0.4	0	-3	8	-2	11
Oc1ccc(Nc2ccccc2F)c2cccnc12	36*	-38	.	34*	.	1	.	3	5	2
CCC(=NCc1ccc(Cl)c(Cl)c1)c1nc(-c2ccco2)oc1O	1	5	2	-1	-0.3	0	-7	2	-3	6
Cc1ccc(CN2CCNC(=O)C2CC(=O)NCC(F)(F)F)o1 (centres undefined)	2	-4	-3	-2	0.5	-1	5	5	-10	-6
CN1CCN(c2cnn(-c3ccccc3)c(=O)c2Br)CC1	-8	3	4	4	0.4	0	-13	-7	-4	-7
O=C(NCc1ccccc1F)C1CCN(S(=O)(=O)c2ccccc2)CC1	6	0	-14	1	-0.4	0	20	9	-3	0
OCC12COC(c3ccccc3)N1C(c1ccccc1)OC2 (centres undefined)	0	-1	2	-2	-0.5	-4	5	-5	-1	0
[O-]C1=N[N+](=C(c2ccccc2)c2ccccc2)C1	1	-1	-4	-1	0.1	-4	7	11	7	3

Two neighbouring compounds out of the list so far, quoted:
SMILES	TDP2 inh	PLCg1 inh	ARFGAP1 inhibitor	LEDGF integ inh	KLK7 zymogen act	ADAM17 inh	ASAP1 GAP inh	Tn6 DDE FP	ADAM10 inh	DDE Tn7 FP inh
CCC(=NCc1ccc(Cl)c(Cl)c1)c1nc(-c2ccco2)oc1O	1	5	2	-1	-0.3	0	-7	2	-3	6
Cc1ccc(CN2CCNC(=O)C2CC(=O)NCC(F)(F)F)o1 (centres undefined)	2	-4	-3	-2	0.5	-1	5	5	-10	-6

Continuation:
SMILES	TDP2 inh	PLCg1 inh	ARFGAP1 inhibitor	LEDGF integ inh	KLK7 zymogen act	ADAM17 inh	ASAP1 GAP inh	Tn6 DDE FP	ADAM10 inh	DDE Tn7 FP inh
CCC(C)(C)NC(=O)C(c1ccc(F)cc1)N(Cc1ccco1)C(=O)CCC(=O)Nc1ccccn1 (centres undefined)	-1	8	-5	-1	0.2	0	-18	-8	14	-1
OC(COc1ccc(Br)cc1)CN1CCOCC1 (centres undefined)	6	1	-10	-1	0.4	-4	10	3	10	7
CCn1c(SCC(=O)N/N=C/c2ccc(C)s2)nc2ccccc21	9	1	1	0	0.5	4	-1	3	10	-4
COc1cccc(CNC(=O)CNC(=S)N(Cc2ccccc2)Cc2ccccc2F)c1	-1	4	1	-2	0.8	4	1	-1	11	-1
COc1ccc(CN2CCCCC2C)c(C)c1C (centres undefined)	5	2	-3	1	-0.5	-6	-3	-2	-6	-1
CC(=O)/C(C#N)=C1\NC(=O)C(Cc2ccc(F)cc2)S1 (centres undefined)	-24	-9	4	1	-0.1	-2	14	0	1	-7
CC(C)N(C(=O)[C@H]1C[C@H](CC(=O)NCCCn2ccnc2)C(=O)N2CCc3c([nH]c4cc(CCC(=O)N(C)C)ccc34)[C@]12C)C(C)C	-8	1	5	3	1.8	1	-7	-3	-5	-4
CCOC(=O)c1ccc(NC(=O)NCc2ccn(CC)n2)cc1	-6	2	14	1	0.2	-8	2	-9	-7	-3
O=C(CSc1ccc2nnc(-c3ccccn3)n2n1)Nc1nccs1	0	-2	4	1	0.1	-2	2	3	-2	2
Cc1ccc(C(=O)N2CC3(C)CN(C(=O)c4ccc(C)cc4)CC(C)(C2)C3=O)cc1	7	0	-15	-1	0.4	-4	6	5	-9	4
O=C1OC(N2C(=O)CC[C@H]2C(=O)Nc2cccc(F)c2)c2ccccc21 (some centres undefined)	-9	4	3	-1	0.1	0	-4	-2	-11	3
CC(COc1ccccc1)N(CCCl)Cc1ccccc1 (centres undefined)	-6	0	0	2	0.2	-2	-1	4	-6	1
Cc1oc2cc3oc(=O)c(CC(=O)N[C@@H](C)C(=O)NC(Cc4ccc(Cl)cc4)C(=O)O)c(C)c3cc2c1C (some centres undefined)	2	-156	10	-2	-0.5	-70	-3	1	-245	-8
CCOc1ccc(C2/C(=C(/O)c3ccc4c(c3)CC(C)O4)C(=O)C(=O)N2CCCn2ccnc2)cc1 (centres undefined)	11	-2	2	0	0.7	-3	6	-9	-4	6
CCCn1c(N)c(N(CCOC)C(=O)/C=C/c2ccc(C(=O)OC)cc2)c(=O)[nH]c1=O	0	-7	5	2	-0.2	-2	-9	4	-11	-1
CCC(C)(C)n1nnnc1C(CC(C)C)N1CCC(C(N)=O)CC1 (centres undefined)	4	1	5	-1	0.5	-3	-3	8	-12	6
CCOC(=O)c1c(-c2ccccc2)oc2ccc(OCC(=O)NNC(=O)CCC(=O)O)cc12	-19	-458	4	1	2.4	-283	-16	5	i	-3
CC(C)COC(=O)N1CCCCC1c1cc(C(=O)NCc2ccccc2)no1 (centres undefined)	-7	-2	8	-4	0.2	1	-4	7	-10	2
O=C(C(Cc1ccccc1)n1cccc1)N1CCN(c2cccc(Cl)c2)CC1 (centres undefined)	2	1	-3	2	0.4	4	4	0	11	-8
Cc1c(C(=O)NCCc2ccc3c(c2)OCCO3)oc2ccccc12	-3	-1	4	-1	-0.4	-3	4	-3	9	8
N#Cc1nc(Cc2cccc3ccccc23)oc1NCc1ccc2c(c1)OCO2	-8	-1	11	-1	0.7	9.5*	0	-4	23*	5
CCn1cc(CN2CCN(C)C(CCO)C2)c2ccccc21 (centres undefined)	11	0	2	-1	0.0	0	11	-1	0	2
CCOc1ccc(NC(=O)CCC(=O)NNC(=O)c2ccc(Br)o2)cc1	1	0	8	-1	-0.4	-3	-5	-4	0	3
O/C(=C\Sc1nnc(Cc2ccccc2)o1)c1ccc(F)cc1	7	4	-2	0	-0.2	-2	6	-4	-4	3
S=C(c1ccc(Br)cc1)N1CCN(Cc2ccccc2)CC1	-3	-2	12	-3	-0.5	-3	-3	-4	2	5
CCC(Sc1ccc2nnc(-c3ccc(F)cc3)n2n1)C(=O)O (centres undefined)	16	-92	-2	2	4.9	-34	0	-2	-104	2
COc1ccc(OC)c(/C=C/c2c([N+](=O)[O-])c(=O)n(C)c(=O)n2C)c1	7	-1	2	-3	-0.3	-6	0	8	-1	0
COc1ccc(CCNC2CC(=O)N(CCc3ccc(OC)c(OC)c3)C2=O)cc1OC (centres undefined)	2	1	10	-2	-0.2	-6	2	-1	-3	1
COCCn1c(CCc2ccccc2)n[nH]c1=S	7	-1	6	-1	0.0	3	8	0	4	0
COc1ccc(CN2CCC2(C)C(=O)NCc2ccc3c(c2)OCO3)c2ccccc12 (centres undefined)	3	0	-6	3	0.6	6	-6	-6	5	1

Single records (already shown). Order of values: TDP2 inh	PLCg1 inh	ARFGAP1 inhibitor	LEDGF integ inh	KLK7 zymogen act	ADAM17 inh	ASAP1 GAP inh	Tn6 DDE FP	ADAM10 inh	DDE Tn7 FP inh
CCn1cc(CN2CCN(C)C(CCO)C2)c2ccccc21 (centres undefined) in the list: 11	0	2	-1	0.0	0	11	-1	0	2
CCC(Sc1ccc2nnc(-c3ccc(F)cc3)n2n1)C(=O)O (centres undefined) in the list: 16	-92	-2	2	4.9	-34	0	-2	-104	2
